# Compound activity from PubChem BioAssay.
# sdo1 growth: growth rescue of sdo1-depleted yeast, primary screen, S. cerevisiae, bone marrow failure model; S. cerevisiae sdo1-depleted JHY4D growth rescue, OD600 30 h; hits give high values; pdr5 snq2 efflux-pump mutant strain; z-score at 10 µM; 140,000 compounds, 0.21% hits;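 active = z-score above 3 at both the 24 hr and the 30 hr optical density reads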;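 note: z-score against mean and SD of all compound wells on the same plate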
# Insulin prom inh: inhibitors of insulin promoter-driven GFP, primary screen, imaging, TRM-6 cells (human fetal islet line), eGFP reporter, cell count; 130,000 compounds, 0.9% hits; AID 1273, 2008; reporter expression induced with tamoxifen; inhibition, % at 2 µM;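 active = inhibition above the mean plus 3 SD, with well images judged a real hit on visual review, cut at about 60% in these data, passing the limit was not always enough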
# sdo1 growth Rescue 24 h: second read-out of sdo1 growth, no call of its own (marks repeat the call); z-score; S. cerevisiae sdo1-depleted JHY4D growth rescue, OD600; measured here: growth rescue at 24 h;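 0 is the plate mean of compound wells and units are plate SD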
# * = called active by the depositor; . = not tested or not shown. Some of the compounds tested, so the mix of outcomes need not match the whole.
no.	structure	sdo1 growth	sdo1 growth Rescue 24 h	Insulin prom inh
1	CC1(C)Cc2c(ccc3ccccc23)/C(=C/C(=O)N2CCCCC2)N1	-1.3	-1.3	0
2	OCCN(CCO)CC(O)Cn1c2ccccc2c2ccccc21 (stereo not given)	0.61	-0.76	7
3	S=C(c1ccccc1)N(c1ccccc1)c1ccccc1	-1.3	-0.72	-3
4	O=C(NCc1ccccc1)N[C@@H](Cc1ccccc1)C(=O)O	0.29	-0.4	35
5	COc1ccc(C2c3c(oc4ccccc4c3=O)C(=O)N2CC2CCCO2)cc1 (stereo not given)	0.16	-0.33	.
6	O=C(Nc1nccs1)Oc1ccccc1	0.58	0.2	.
7	COc1ccc(NC(=O)NC23CC4(C)CC(C)(CC(C)(C4)C2)C3)cc1OC	-1.6	-1.3	.
8	CCOC(=O)CN1C(=O)C(O)=C(C(C)=O)C1c1ccccc1 (stereo not given)	1.8	2	-21
9	COCc1cc(C)nc(SCC(=O)Nc2cccc3cccnc23)c1C#N	-1.1	-0.04	.
10	COc1ccc(Cl)cc1NC(=S)NCCc1c[nH]c2ccccc12	-2.2	-1.6	.
11	O=C(c1ccc(-c2cccc(Cl)c2)o1)N1CCN(c2ccc([N+](=O)[O-])cc2)CC1	-1	-0.5	.
12	Cn1c(COc2ccccc2)nnc1SCc1nc2ccccc2[nH]1	0.01	-0.45	3
13	CC(=O)C1=C(C)Nc2ncnn2C1c1cccc(OCc2ccccc2)c1 (stereo not given)	0.59	0.01	.
14	Oc1c(C=Nc2cccc3cccnc23)sc2ccccc12	-1.4	-1.5	-207
15	COc1ccc(CCNC(=O)CC2Nc3cc(C)c(C)cc3NC2=O)cc1OC (stereo not given)	1.4	2.5	50
16	N#CCSc1nnc(C2CCCCC2)n1Cc1ccccc1	-0.3	-0.39	.
17	Cc1cccc(-c2nnnn2-c2cccc(C)c2)c1	.	.	17
18	CCc1ccc2oc(=O)cc(CN3CCCCC3C)c2c1 (stereo not given)	0.22	0.73	-20
19	Cc1cccc[n+]1CCCCCCCCCC[n+]1ccccc1C	.	.	19
20	CCCSc1nc(N)c(C#N)c(-c2ccc(C)cc2)c1C#N	-1.8	-0.99	-30
21	CCCCn1c(SCC(=O)Nc2cc(C)on2)nc2ccsc2c1=O	-0.03	1.4	.
22	Cc1ccc2nc(C)c(C(=O)NN=C3CCN(C)CC3)n2c1	.	.	-26
23	COc1cc(-c2noc(CCCC(=O)NC3CCCCC3)n2)cc(OC)c1OC	1.1	0.29	46
24	CC12CC(NC(=O)N1c1cccc(C(=O)NCc3ccc4c(c3)OCO4)c1)c1cc(Cl)ccc1O2 (stereo not given)	-0.5	-0.64	-29
25	Cc1noc(NS(=O)(=O)c2ccc(NC(=O)C34CC5CC(C3)CC(n3cnc(Br)n3)(C5)C4)cc2)c1C	-0.21	-0.51	40

# A draw from above in order of SMILES length, descending:
no.	structure	sdo1 growth	sdo1 growth Rescue 24 h	Insulin prom inh
7	COc1ccc(NC(=O)NC23CC4(C)CC(C)(CC(C)(C4)C2)C3)cc1OC	-1.6	-1.3	.
15	COc1ccc(CCNC(=O)CC2Nc3cc(C)c(C)cc3NC2=O)cc1OC (stereo not given)	1.4	2.5	50
18	CCc1ccc2oc(=O)cc(CN3CCCCC3C)c2c1 (stereo not given)	0.22	0.73	-20

# Following part.
no.	structure	sdo1 growth	sdo1 growth Rescue 24 h	Insulin prom inh
26	CC1CCCCN1C(=O)CNCC1CCCO1 (stereo not given)	.	.	-8
27	Cc1cccc(-n2ncc3c(NCc4ccccc4)ncnc32)c1	-1.8	-1.1	.
28	CC(=O)c1cccc(NS(=O)(=O)c2c(C)noc2C)c1	0.47	0.3	.
29	Cn1nc(-c2ccc(C(=O)O)cc2)c2ccccc2c1=O	-0.08	-0.37	-21
30	CCOc1cc(NC(=O)c2ccccc2[N+](=O)[O-])c(OCC)cc1NC(=O)CC(C)C	-0.31	-0.64	.
31	COc1ccc(C(=O)Oc2cc3c4c(c2)C(C)=CC(C)(C)N4C(=O)C3=O)cc1OC	-1.2	-1.1	.
32	Cc1sc2ncnc(OCC(=O)NC(C)C)c2c1C	2.1	3.1	15
33	COc1ccc(CCNC(=O)C(C)Sc2ccccc2)cc1OC (stereo not given)	-0.73	-0.8	3
34	CCOC(=O)c1cc(C)n(CCc2ccccc2)c1C	-0.73	-0.48	3
35	Cc1cc2c(cc1C)C(c1cccc([N+](=O)[O-])c1)CC(=O)N2 (stereo not given)	-0.01	0.13	-44
36	O=C(O)CCCCCNC(=O)c1ccc(Br)cc1	-0.28	-1.1	23
37	Cc1ccc(S(=O)(=O)NCc2nc3ccccc3c(=O)n2N)cc1	-0.27	-0.82	-100
38	COc1cccc2cc(C(=O)N3CCN(c4ccccn4)CC3)c(=O)oc12	0.59	0.19	2
39	COc1ccc2nc(NC(=O)/C=C/c3ccc4c(c3)OCO4)sc2c1	-1	-0.07	-7
40	Cc1ccc(C)c(S(=O)(=O)NCCOc2nc(NC(C)C)nc(NC(C)C)n2)c1	-0.37	-0.5	15
41	N#Cc1ccc(CSc2nnc(COc3ccccc3)n2-c2ccccc2)cc1	-2.4	-1.8	.
42	Cc1ccccc1OCC(=O)Nc1ccc(Cc2ccncc2)cc1	-0.72	-1.1	49
43	COc1ccc(CCNC(=O)COc2ncnc3cc([N+](=O)[O-])ccc23)cc1	0.14	-1.4	.
44	Cc1ccc2c(c1)C(CCN)C(=O)N2Cc1ccccc1 (stereo not given)	-0.55	-0.72	-46
45	O=C1CCCC2=C1C(c1ccco1)Nc1ccc(C(=O)c3ccccc3)cc1N2 (stereo not given)	3.1	0.29	.
46	CCCOc1ccccc1NC(=O)/C=C/C(N)=O	0.01	0.38	65
47	CCCCNC(=O)N1c2ccccc2CC1C (stereo not given)	.	.	-65
48	CCOC(=O)c1[nH]c2ccc(OC)cc2c1NC(=O)C(C)N1CCSCC1 (stereo not given)	0.44	0.4	-29
49	Cc1nc2ccc(NC(=O)c3cccs3)cc2c(=O)n1Cc1ccc(Cl)cc1	-2.3	-1.7	-17
50	CCOC(=O)Cn1c(=NC(=O)C2COc3ccccc3O2)sc2cc(S(N)(=O)=O)ccc21 (stereo not given)	0.44	-0.88	-48

# (list continues)
no.	structure	sdo1 growth	sdo1 growth Rescue 24 h	Insulin prom inh
51	COc1cccc(C(=O)N[C@@H](CCSC)c2nc3ccccc3[nH]2)c1	.	.	-43
52	COc1ccccc1N1CC(O)=C(c2nc3ccccc3c(=O)[nH]2)C1=N	-0.91	-0.88	-23
53	COC(=O)[C@@H](NC(=O)Nc1ccc(OC(F)(F)F)cc1)C(C)C	-0.45	-1.4	.
54	CC1=NN(C(=O)COc2ccc(C)c(C)c2)C(O)(c2ccc(Cl)cc2)C1 (stereo not given)	-1.9	-1.5	8
55	O=c1cc(CN2CCN(S(=O)(=O)c3ccc4ccccc4c3)CC2)nc2sccn12	.	.	-71
56	CC(C)CCOP(=O)(c1ccc(N(C)C)cc1)C(O)c1ccccn1 (stereo not given)	0.18	-0.28	-36
57	O=C(COc1ccccc1)NCc1ccccc1	-0.09	-0.6	-25
58	Cc1occc1-c1nnc(SCC(N)=O)o1	.	.	47
59	CSc1ncccc1C(=O)OCC(=O)N(C)C	.	.	-60
60	COc1ccc(C)cc1NC(=O)C1CCN(C(=O)Cc2ccccc2)CC1	.	.	-48
61	COC(=O)[C@H]1C[C@@H]1[C@H](NC(=O)c1cc(C)on1)c1ccccc1	0.11	0.24	14
62	Cn1cnnc1SCc1ccc(F)c2ccccc12	1.1	1.5	.
63	COc1ccc(NC(=O)/C(=C\c2ccc(OS(=O)(=O)c3ccc(C)cc3)cc2)NC(=O)c2ccccc2)cc1	-0.53	-0.17	36
64	O=S(=O)(c1ccc(S(=O)(=O)N(Cc2ccco2)Cc2ccccc2Cl)cc1)N1CCCC1	-0.48	1.1	21
65	Cc1ccc(C(=O)c2ccccc2C(=O)O)s1	-0.2	-0.62	3
66	O=C(NCC1CCCO1)c1ccccc1NC(=O)c1cccc2ccccc12 (stereo not given)	-0.58	-0.49	-17
67	CC(C)=C(NC(=O)c1ccccc1)C(=O)N/N=C(\C)c1ccccc1O	1.5	2.3	.
68	O=C(CN1C(=O)/C(=C/c2cccc(Br)c2)SC1=S)N1CCCC1	-0.55	-0.31	-121
69	COc1ccc(S(=O)(=O)N2CCCN(S(=O)(=O)c3ccc(OC)cc3C)CC2)c(C)c1	-0.47	0.31	-74
70	COc1cccc(-c2ncc3ccccn23)c1	0.78	0.11	43
71	CCn1c(CNC(=O)Cc2ccc(OC)cc2)nnc1SCC(=O)NC1CCCCC1	-0.09	-0.65	.
72	CN(C)c1ccc(C(CNS(=O)(=O)c2ccc(F)c(F)c2)c2c[nH]c3ccccc23)cc1 (stereo not given)	-1.1	-0.46	-43
73	OCCN1CCN(c2ncnc3sc(-c4ccccc4)cc23)CC1	.	.	0
74	O=C(CCSc1nnc(-c2ccncc2)o1)Nc1cccc2ccccc12	-0.37	-0.61	0
75	Cc1ccc(N/N=C/c2ccc3c(c2)OCCO3)cc1Cl	-0.06	-1.3	.

# Ordered by value in sdo1 growth (smallest number first): some entries from above
no.	structure	sdo1 growth	sdo1 growth Rescue 24 h	Insulin prom inh
10	COc1ccc(Cl)cc1NC(=S)NCCc1c[nH]c2ccccc12	-2.2	-1.6	.
54	CC1=NN(C(=O)COc2ccc(C)c(C)c2)C(O)(c2ccc(Cl)cc2)C1 (stereo not given)	-1.9	-1.5	8
71	CCn1c(CNC(=O)Cc2ccc(OC)cc2)nnc1SCC(=O)NC1CCCCC1	-0.09	-0.65	.

# The main list resumes with the two entries that preceded the break.
no.	structure	sdo1 growth	sdo1 growth Rescue 24 h	Insulin prom inh
74	O=C(CCSc1nnc(-c2ccncc2)o1)Nc1cccc2ccccc12	-0.37	-0.61	0
75	Cc1ccc(N/N=C/c2ccc3c(c2)OCCO3)cc1Cl	-0.06	-1.3	.
76	CCCN=Cc1sc2ccc(OCC)cc2c1O	0.21	-0.22	64
77	CCOc1ccccc1N(CC(=O)Nc1cc(OC)ccc1OC)S(C)(=O)=O	-0.78	-0.63	4
78	O=S(=O)(c1cccc(S(=O)(=O)N2CCOCC2)c1)N1CCCCC1	-0.58	-1.1	37
79	CCOC(=O)c1ccc(NC(=O)Cc2coc3cc4c(cc23)CCC4)cc1	-1.1	-0.75	-30
80	Cc1ccccc1OCCNc1cc(N2CCCCC2)ccc1[N+](=O)[O-]	-0.51	-0.65	13
81	NC1=NC(=O)CC(C(=O)NCc2ccccc2)S1 (stereo not given)	0.57	0.81	32
82	Cc1cc(OC(=O)c2c(Cl)cc(Cl)cc2Cl)nc(C)n1	-0.46	-0.51	.
83	O=c1[nH]c2ccc(Cl)cc2c(-c2ccccc2)c1N1CCN(c2ccccn2)CC1	-1.8	-1.6	16
84	O=C(Nc1ccc2nc(-c3ccco3)c(-c3ccco3)nc2c1)N1CCCCCC1	-1.3	-1.2	.
85	CCOC(=O)c1cc(CC)sc1NC(=O)c1cc(OC)c(OC)c(OC)c1	-0.62	-0.05	-32
86	Cc1c(C(=O)OC(C)C)sc2nc[nH]c(=O)c12	0.71	1.2	29
87	COc1ccc(N(CC(=O)NCCSCc2ccco2)S(=O)(=O)c2ccccc2)cc1	.	.	-56
88	CCOc1cc(C2C(C#N)=C(N)OC3CCCC(=O)C32)ccc1OCCN1CCOCC1 (stereo not given)	0.87	0.71	-9
89	COc1cc(CN2CCC(C(=O)N3CCN(c4ccccc4F)CC3)CC2)cc(OC)c1O	-0.57	-1.4	-73
90	O=C(CSc1cccc2cccc(Cl)c12)OCC(=O)N1CCN(C(=O)c2ccco2)CC1	1.3	1.5	34
91	CCOC(=O)c1cc2c(=O)n3ccccc3nc2n(C(C)C)c1=NC(=O)c1c(-c2c(F)cccc2Cl)noc1C	0.25	1.2	.
92	COc1ccc(/C=N/n2c(SC)nnc(C(C)(C)C)c2=O)cc1OC	-0.25	-0.64	30
93	O=C(CN(Cc1cccs1)C(=O)CCC(=O)Nc1nccs1)NCc1ccccc1	1	0.4	-8
94	CC(C)NC(=O)CSc1nncn1-c1ccccc1	0.57	0.79	.
95	Cc1cccc(NC(=O)Cn2c(=O)n(C)c3ccccc32)c1	-0.82	-0.17	-5
96	c1ccc2c(c1)CSc1sccc1C2=C1CCNCC1	-0.46	-0.83	-38
97	CCc1nnc(NC(=O)CCC(=O)N2CCN(Cc3cc(Cl)ccc3OC)CC2)s1	-0.76	-1.2	-28
98	CC(NC(=O)C1CCN(S(=O)(=O)N2CCCCCC2)CC1)c1ccccc1 (stereo not given)	0.63	0.22	.
99	Brc1ccc(N=C/C=C/C=C/Nc2ccc(Br)cc2)cc1	1	0.59	79*
100	N#Cc1cncc(-c2ccc3c(c2)OCCOCCOCCOCCOCCO3)n1	0.2	0.32	23

# Next section.
no.	structure	sdo1 growth	sdo1 growth Rescue 24 h	Insulin prom inh
101	CCN(CC)c1ccc(C(=O)N/N=C(\C)c2cccc(OC)c2)cc1	0.86	0.18	-6
102	COc1ccccc1NC(=O)c1csc2c1CCCC2	-1.4	-2.1	-13
103	Cc1ccc(NC(=O)CNc2ccc(OC(C)C)cc2)c(C)c1	-0.24	-0.42	75*
104	Cc1cc(Nc2ccccc2)n(C(=O)c2ccccc2)n1	0.68	0.98	-6
105	c1ccc(Cc2nnc3sc(-c4cccnc4)nn23)cc1	0.28	0.55	-39
106	N/C(Cc1ccc(Cl)c(Cl)c1)=N\OC(=O)c1cccs1	-1.7	-2	11
107	CC(=O)Nc1ccc(OCC(O)CN2CCN(c3cccc(Cl)c3)CC2)cc1 (stereo not given)	-0.19	0.07	47
108	c1cnc2ccc(C(c3nnnn3C3CCCC3)N3CCN4CCCC4C3)cc2c1 (stereo not given)	-1	-1.4	-24
109	CCn1c(COc2ccccc2C)nnc1SCC(=O)O	0.38	0.26	-21
